High-throughput results from PubChem.
Vif-APOBEC3F blk: qHTS for Inhibitors of Vif-A3F Interactions: qHTS. Potency, µM (top dose mostly 46.1 µM), for the others: at the top dose activity, negative = active. HeLa A3F-eYFP + Vif (tagged APOBEC3F with the HIV-1 protein that degrades it), YFP fluorescence increase. 0.2% of 390,000 active; also: % of control where 0% means no effect; nearly all actives have a fitted effect of over 65% in size
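Fluorescence increase (Ex 488/Em 500-530) after overnight compound treatment at 37 deg C flags inhibition of Vif-driven A3F-eYFP loss in stable HeLa A3F-eYFP/Vif cells seeded overnight beforehand.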
USP1-UAF1 inh: Inhibitors of USP1/UAF1: Primary Screen; Ubiquitin carboxyl-terminal hydrolase 1 (Homo sapiens), O94782; recombinant USP1/UAF1, Ub-Rhodamine cleavage fluorescence; Potency, µM (top dose mostly 57.1 µM), without a hit: at the top dose activity change, negative = inhibition, hits mostly inhibitors; 0.23% of 390,000 active; AID 743255, 2014; also: % is scaled to controls: 0 for no effect and ±100 for the full control effect; nearly all actives have a fitted effect of over 60% in size; inactives centre near -12
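USP1/UAF1 complex at 1 nM was preincubated with compound for 15 min at room temperature, then Ub-Rho substrate (150nM final) was added. Fluorescence (480/540 nm) was read kinetically, 6 reads every 60 seconds.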
rTrxR1 inhibitor: qHTS Assay for Inhibitors of Mammalian Selenoprotein Thioredoxin Reductase 1 (TrxR1): qHTS; 1% of 390,000 active; Potency, µM (doses to about 114 µM), without a hit: top-dose activity change, negative = inhibition, actives largely listed as inhibitors; Thioredoxin reductase 1, cytoplasmic (Rattus norvegicus), O89049; AID 588453, 2011; recombinant rTrxR1, NADPH fluorescence consumption, selenite substrate; also: % is scaled to controls: 0 for no effect and ±100 for the full control effect; nearly all actives have a fitted effect of over 65% in size
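Rat TrxR1 (90 nM in the dispensed reagent) was pre-reduced with 400 uM NADPH for 5 min at room temperature, then incubated with compound for 15 min. After 400 uM selenite was added, NADPH fluorescence (Ex 340/Em 450 nm) was followed for 8 min.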
RGS4 inhibitor: Inhibitors of Regulator of G Protein Signaling (RGS) 4: qHTS. Regulator of G-protein signaling 4 (Homo sapiens), P49798. Transcreener GDP fluorescence polarization, RGS4-accelerated GTP hydrolysis. Potency, µM (series often up to 114 µM), without a hit: at the highest dose activity change, negative = inhibition, most hits filed as inhibitors. 0.039% of 390,000 active. AID 504845, 2011; also: % is scaled to controls: 0 for no effect and ±100 for the full control effect; nearly all actives have a fitted effect of over 75% in size; some results filed as inactive show a strong effect at the top dose
Target sequence (P49798 whole entry, looked up): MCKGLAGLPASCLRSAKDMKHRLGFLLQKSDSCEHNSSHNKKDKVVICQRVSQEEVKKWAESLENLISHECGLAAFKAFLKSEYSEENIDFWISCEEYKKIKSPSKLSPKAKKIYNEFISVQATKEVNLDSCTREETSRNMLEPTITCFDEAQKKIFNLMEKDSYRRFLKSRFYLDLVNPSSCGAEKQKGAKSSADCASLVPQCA
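MLSMR compounds (23 nl, pin-transferred) preincubated 10 min at room temperature with a 500nM (2x) first reagent, then RGS4 at 900nM (2x) plus Transcreener GDP mix added; fluorescence polarization (620/688 nm) read before and after 90 min at 30 °C.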
ALOX12 inh: Primary qHTS assay for inhibitors of human arachidonate 12S-lipoxygenase (ALOX12): Round 2 | Polyunsaturated fatty acid lipoxygenase ALOX12 (Homo sapiens), P18054 | purified 12hLO, xylenol orange hydroperoxide absorbance | Potency, µM (top dose mostly 108 µM), without a hit: top-dose activity change, negative = inhibition, most hits filed as inhibitors | 1.1% of 580,000 active | AID 1671190, 2021; also: % is scaled to controls: 0 for no effect and ±100 for the full control effect
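Purified human 12hLO at 150 nM in 25 mM Hepes, 0.01% Triton X-100, pH 7.0, preincubated 15 min at room temperature with compound. Reaction started with 40 uM arachidonic acid, 30 min at room temperature. Hydroperoxide measured by Fe-xylenol orange, 573/405 nm absorbance ratio.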
mIDH1 inhibitor: qHTS for Inhibitors of mutant isocitrate dehydrogenase 1 (IDH1): qHTS; Isocitrate dehydrogenase [NADP] cytoplasmic (Homo sapiens), O75874; IDH1-R132H enzyme, NADPH consumption, diaphorase/resazurin fluorescence; 0.093% of 390,000 active; Potency, µM (series often up to 76.6 µM), for the others: at the highest dose activity change, negative = inhibition, actives largely listed as inhibitors; also: % is scaled to controls: 0 for no effect and ±100 for the full control effect; nearly all actives have a fitted effect of over 65% in size
Target sequence (O75874 whole entry R132H, stated change not applied): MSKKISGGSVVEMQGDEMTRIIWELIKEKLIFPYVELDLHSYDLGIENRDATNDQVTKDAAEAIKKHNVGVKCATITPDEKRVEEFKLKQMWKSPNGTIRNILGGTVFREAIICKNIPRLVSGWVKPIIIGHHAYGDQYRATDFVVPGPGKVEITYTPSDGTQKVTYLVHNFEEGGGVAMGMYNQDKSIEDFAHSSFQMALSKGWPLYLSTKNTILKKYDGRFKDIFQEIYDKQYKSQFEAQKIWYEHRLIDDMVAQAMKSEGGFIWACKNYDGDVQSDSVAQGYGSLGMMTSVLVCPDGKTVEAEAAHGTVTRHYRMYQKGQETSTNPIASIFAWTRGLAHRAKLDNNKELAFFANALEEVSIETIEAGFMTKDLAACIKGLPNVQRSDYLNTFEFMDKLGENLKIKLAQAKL
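IDH1-R132H (0.5 ug/mL dispensed) in pH 7.5 Tris buffer was preincubated 30 min with compound, then given a substrate mix of 0.016 mM NADPH and 2 mM alpha-KG for 80 min at room temperature; remaining NADPH was read by diaphorase/resazurin fluorescence.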
RXFP1 agonist: qHTS Assay for Agonists of the Relaxin Receptor RXFP1. Relaxin receptor 1 (Homo sapiens), Q9HBX9. HEK293T-RXFP1 cAMP TR-FRET, 30 min; response scale: percent of porcine relaxin response, buffer zero. Potency, µM (top dose mostly 57.5 µM), for the others: at the top dose activation, usual class: activators. 0.3% of 370,000 active. AID 2676, 2010; also: % is scaled to controls: 0 for no effect and ±100 for the full control effect; nearly all actives have a fitted effect of over 60% in size; many of its hits are not listed in these tables
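cAMP rise read by TR-FRET after 30 min, 37C compound exposure (up to 58 uM) in RXFP1-transfected HEK293 cells with Ro 20174 present. EC50 from Hill-equation fits, with 29 nM porcine relaxin as 100% and buffer as basal.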
TrxR1 substrate: qHTS Assay for Substrates of Mammalian Selenoprotein Thioredoxin Reductase 1 (TrxR1): qHTS; purified TrxR1 substrate turnover, NADPH consumption readout; Potency, µM (titrated, usually from 114 µM), for inactives: at the highest dose activity change, negative = substrate turnover; 0.01% of 390,000 active; also: % is scaled to controls: 0 for no effect and ±100 for the full control effect; nearly all actives have a fitted effect of over 50% in size
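Rat TrxR1, dispensed at 90 nM, was prereduced with 400 uM NADPH (final) for 5 min at ~22 deg C, then incubated with compound 15 min before 400 uM selenite. A first-read NADPH fluorescence drop versus no-compound background flagged substrates.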
Vif-APOBEC3G blk: qHTS for Inhibitors of Vif-A3G Interactions: qHTS; DNA dC->dU-editing enzyme APOBEC-3G (Homo sapiens), Q9HC16; HeLa A3G-eYFP + Vif (tagged APOBEC3G with the HIV-1 protein that degrades it), YFP fluorescence, overnight; Potency, µM (top dose mostly 46.1 µM), for the others: at the highest dose activity, negative = active, hits mostly inhibitors; 0.076% of 410,000 active;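 also: % is scaled to controls: 0 for no effect and ±100 for the full control effect; nearly all actives have a fitted effect of over 60% in size; hits raise eYFP signal because A3G escapes Vif-driven loss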
Target sequence (Q9HC16 whole entry, looked up): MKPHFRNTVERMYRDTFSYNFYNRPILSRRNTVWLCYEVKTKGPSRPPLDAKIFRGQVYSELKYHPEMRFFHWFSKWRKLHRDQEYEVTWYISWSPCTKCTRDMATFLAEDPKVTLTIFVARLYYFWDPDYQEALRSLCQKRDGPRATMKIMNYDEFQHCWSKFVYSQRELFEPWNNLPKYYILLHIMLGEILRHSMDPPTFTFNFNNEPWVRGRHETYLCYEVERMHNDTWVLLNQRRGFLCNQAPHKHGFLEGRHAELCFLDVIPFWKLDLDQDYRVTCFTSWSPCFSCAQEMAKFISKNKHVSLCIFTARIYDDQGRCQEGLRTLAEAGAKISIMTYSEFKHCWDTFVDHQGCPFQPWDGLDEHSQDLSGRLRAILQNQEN
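HeLa cells stably expressing Vif and C-terminally eYFP-tagged A3G, seeded overnight at 37 deg C, then exposed to compound by pintool overnight at 37 deg C. Rise in yellow fluorescence (Ex 488/Em 500-530, Acumen) marks blocked Vif-driven A3G degradation.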
Active calls of the source: *; [ ] = remark or other dose. Calls follow the shape of the dose curve; as a rule, active = well fitted curve in the direction sought with a large enough effect; inconclusive = small, poorly fitted or top-dose-only effect, or another doubt; inactive = no such curve, though single readings can be large; an effect the other way counts as inactive or inconclusive. Potency is read from the fitted curve at half-maximal effect.

COC(=O)C1C(=O)NCC1c1ccc(C)cc1 (stereo not given) was read as Vif-APOBEC3F blk -9%, USP1-UAF1 inh 2%, rTrxR1 inhibitor 18%, RGS4 inhibitor 20%, ALOX12 inh 12%, mIDH1 inhibitor 5%, RXFP1 agonist 0.0%, TrxR1 substrate 6%[57.1 µM] and Vif-APOBEC3G blk -1%.
`CCOC(=O)c1c(C)c(C(=O)O)n(C)c1C` gave Vif-APOBEC3F blk 1%, USP1-UAF1 inh -1%, rTrxR1 inhibitor 7%[57.1 µM], RGS4 inhibitor -7%, ALOX12 inh 16%, mIDH1 inhibitor 1%, RXFP1 agonist 0.7%, TrxR1 substrate 1%[57.1 µM] and Vif-APOBEC3G blk -2%.
`O=C(Cn1c(O)c(/C=C2\C=Nc3ccccc32)sc1=O)N1CCOCC1` gave Vif-APOBEC3F blk -5%, USP1-UAF1 inh -14%, rTrxR1 inhibitor 8%, RGS4 inhibitor 1%, ALOX12 inh 5%, mIDH1 inhibitor 8%, RXFP1 agonist -0.6%, TrxR1 substrate -7% and Vif-APOBEC3G blk -2%.
For Cc1ccc(NC(=O)C2CCN(S(=O)(=O)c3cccnc3)CC2)cc1C the results were Vif-APOBEC3F blk 8%, USP1-UAF1 inh -23%, rTrxR1 inhibitor 9%, RGS4 inhibitor 3%, ALOX12 inh 4%, mIDH1 inhibitor 1%, RXFP1 agonist 2.2%, TrxR1 substrate 0% and Vif-APOBEC3G blk 8%.
For C=CCN1C(=O)CSC1=Nc1ccc(NC(C)=O)cc1 the results were Vif-APOBEC3F blk 1%, USP1-UAF1 inh -14%, rTrxR1 inhibitor 18%, RGS4 inhibitor 2%, ALOX12 inh 23%, mIDH1 inhibitor 4%, RXFP1 agonist 1.9%, TrxR1 substrate -1% and Vif-APOBEC3G blk 1%.
Screening O=S(=O)(NCCN1CCOCC1)c1ccc(F)c(Cl)c1 returned Vif-APOBEC3F blk 11%, USP1-UAF1 inh -13%, rTrxR1 inhibitor 17%, RGS4 inhibitor -82%[56.9 µM], ALOX12 inh 20µM*, mIDH1 inhibitor 3%, RXFP1 agonist -4.8%, TrxR1 substrate -4% and Vif-APOBEC3G blk -6%.
For CCOC(=O)c1c(C)[nH]c(C)c1S(=O)(=O)N(C)CC(=O)Nc1ccccc1OC the results were Vif-APOBEC3F blk -4%, USP1-UAF1 inh -6%, rTrxR1 inhibitor 17%[57.1 µM], RGS4 inhibitor -2%[56.9 µM], ALOX12 inh 16%, mIDH1 inhibitor -3%, RXFP1 agonist 0.1%, TrxR1 substrate 2%[57.1 µM] and Vif-APOBEC3G blk 0%.
Screening Cc1ccc(NC(NC(=O)Cc2ccccc2)C(Cl)(Cl)Cl)cc1 (stereo not given) returned Vif-APOBEC3F blk -1%, USP1-UAF1 inh -22%, rTrxR1 inhibitor -4%, RGS4 inhibitor 6%, ALOX12 inh 19%, mIDH1 inhibitor 0%, RXFP1 agonist -0.5%, TrxR1 substrate -7% and Vif-APOBEC3G blk -2%.
CC1CCN(C(=O)C(C)OC(=O)CSc2ccc([N+](=O)[O-])cc2)CC1 (stereo not given) was read as Vif-APOBEC3F blk -2%, USP1-UAF1 inh 0%, rTrxR1 inhibitor inconclusive, RGS4 inhibitor -39%, ALOX12 inh inconclusive, mIDH1 inhibitor -14%, RXFP1 agonist 0.2%, TrxR1 substrate -21% and Vif-APOBEC3G blk 1%.
For CCOC(=O)c1ccc(CSc2ncn[nH]2)o1 the results were Vif-APOBEC3F blk -3%, USP1-UAF1 inh 0%, rTrxR1 inhibitor -14%, RGS4 inhibitor 13%, ALOX12 inh -8%, mIDH1 inhibitor 0%, RXFP1 agonist 2.3%, TrxR1 substrate 4% and Vif-APOBEC3G blk 2%.
`O=C(Nc1ccccc1NS(=O)(=O)c1ccc(F)cc1)C1CCCC1` gave Vif-APOBEC3F blk 4%, USP1-UAF1 inh -17%, rTrxR1 inhibitor 33%[57.1 µM], RGS4 inhibitor -37%, ALOX12 inh 44%[activator], mIDH1 inhibitor 5%, RXFP1 agonist 1.3%, TrxR1 substrate -11%[57.1 µM] and Vif-APOBEC3G blk -2%.
Cc1cccc(NC(=O)C2CC2c2ccccc2)c1C (stereo not given) was read as Vif-APOBEC3F blk -10%, USP1-UAF1 inh -17%, rTrxR1 inhibitor 4%, RGS4 inhibitor 1%, ALOX12 inh -52%, mIDH1 inhibitor 13%, RXFP1 agonist -0.3%, TrxR1 substrate 0% and Vif-APOBEC3G blk -1%.
For COC(=O)C(CC(C)C)NC(=O)C(N)Cc1ccccc1 (stereo not given) the results were Vif-APOBEC3F blk -12%, USP1-UAF1 inh -1%, rTrxR1 inhibitor 6%[57.1 µM], RGS4 inhibitor -4%, ALOX12 inh -16%, mIDH1 inhibitor 3%, RXFP1 agonist -3.2%, TrxR1 substrate 0%[57.1 µM] and Vif-APOBEC3G blk -1%.
`Cc1cccc(/C(N)=N/OC(=O)Cc2cccs2)c1` gave Vif-APOBEC3F blk 2%, USP1-UAF1 inh -23%, rTrxR1 inhibitor -17%, RGS4 inhibitor -5%, ALOX12 inh 9%, mIDH1 inhibitor 9%, RXFP1 agonist 1.1%, TrxR1 substrate -12% and Vif-APOBEC3G blk 2%.
Cc1n[nH]c(C)c1S(=O)(=O)N1CCc2ccccc21 was read as Vif-APOBEC3F blk 2%, USP1-UAF1 inh 0%, rTrxR1 inhibitor 5%[57.1 µM], RGS4 inhibitor 20%, ALOX12 inh -16%, mIDH1 inhibitor 0%, RXFP1 agonist -0.7%, TrxR1 substrate 1%[57.1 µM] and Vif-APOBEC3G blk 2%.
COc1cccc(CNC(=O)CCn2cccn2)c1 was read as Vif-APOBEC3F blk 0%, USP1-UAF1 inh -15%, rTrxR1 inhibitor -3%[57.1 µM], RGS4 inhibitor 4%, ALOX12 inh -1%, mIDH1 inhibitor -6%, RXFP1 agonist 0.6%, TrxR1 substrate -1%[57.1 µM] and Vif-APOBEC3G blk 3%.
For CCOC(=O)N1CCN(Cc2nc3ccc([N+](=O)[O-])cc3c(=O)n2-c2ccc(OC)cc2OC)CC1 the results were Vif-APOBEC3F blk -10%, USP1-UAF1 inh -16%, rTrxR1 inhibitor -11%[57.1 µM], RGS4 inhibitor -1%, ALOX12 inh 0%, mIDH1 inhibitor -4%, RXFP1 agonist 0.3%, TrxR1 substrate 2%[57.1 µM] and Vif-APOBEC3G blk -6%.
For Cc1ccc(C(=O)OC(C)C(=O)NCc2ccc3c(c2)OCO3)cc1S(=O)(=O)N1CCOCC1 (stereo not given) the results were Vif-APOBEC3F blk -3%, USP1-UAF1 inh -4%, rTrxR1 inhibitor 3%, RGS4 inhibitor 8%, ALOX12 inh 4%, mIDH1 inhibitor 8%, RXFP1 agonist -3.3%, TrxR1 substrate -6% and Vif-APOBEC3G blk -4%.
O=C(OCC1OC(n2cnc3c(N(C(=O)c4ccccc4)C(=O)c4ccccc4)ncnc32)C(O)C1F)c1ccccc1 (stereo not given) was read as Vif-APOBEC3F blk -3%, USP1-UAF1 inh -16%, rTrxR1 inhibitor 18%[57.1 µM], RGS4 inhibitor 18%, ALOX12 inh 13%, mIDH1 inhibitor -2%, RXFP1 agonist 2.5%, TrxR1 substrate 1%[57.1 µM] and Vif-APOBEC3G blk -3%.
O=C(COC(=O)c1cccc(S(=O)(=O)NCc2ccccc2)c1)Nc1ccccc1OC(F)F was read as Vif-APOBEC3F blk -6%, USP1-UAF1 inh -5%, rTrxR1 inhibitor 8%, RGS4 inhibitor -48%, ALOX12 inh 121%[activator][57.4 µM], mIDH1 inhibitor 4%, RXFP1 agonist 1.8%, TrxR1 substrate 0% and Vif-APOBEC3G blk -1%.
For COc1ccc(NC(=O)N2CCCC(C(=O)NCc3ccccc3F)C2)cc1 (stereo not given) the results were Vif-APOBEC3F blk 3%, USP1-UAF1 inh -6%, rTrxR1 inhibitor 22%, RGS4 inhibitor -1%, ALOX12 inh -4%, mIDH1 inhibitor 0%, RXFP1 agonist -0.9%, TrxR1 substrate 2% and Vif-APOBEC3G blk -3%.
`Cn1c2ccccc2c2cnn(CC(=O)N3CCCCC3)c(=O)c21` gave Vif-APOBEC3F blk -4%, USP1-UAF1 inh -19%, rTrxR1 inhibitor 14%, RGS4 inhibitor 10%, ALOX12 inh 12%, mIDH1 inhibitor 2%, RXFP1 agonist 4.9%, TrxR1 substrate 17% and Vif-APOBEC3G blk -1%.

Some of the compounds tested; count on the stated rates, not on these rows.
